Jurkat NFkB inh: inhibitors of the PMA/ionomycin-induced NF-kB reporter in Jurkat cells. PMA/ionomycin-induced NF-kB luciferase reporter, luminescence. actives 0.53% (n = 330,000). inhibition, % at 4 µM. AID 435003
SENP8 block: blocks the human protease SENP8; Q96LD8; purified SENP8, Z-RLRGG-aminoluciferin cleavage, luminescence; inhibition, % at 10 µM; actives 1.2% (n = 330,000)
Target sequence (Q96LD8 whole entry, looked up): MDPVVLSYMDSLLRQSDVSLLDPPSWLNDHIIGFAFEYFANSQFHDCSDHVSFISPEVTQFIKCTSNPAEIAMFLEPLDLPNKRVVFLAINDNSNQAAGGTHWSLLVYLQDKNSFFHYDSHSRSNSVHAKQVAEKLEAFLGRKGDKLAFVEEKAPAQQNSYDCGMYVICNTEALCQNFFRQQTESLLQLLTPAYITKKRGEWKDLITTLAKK
SENP7 block: inhibitors of human SENP7 protease; Q9BQF6; recombinant SENP7, Z-RLRGG-aminoluciferin luminescence, 40 min; inhibition, % at 5 µM; actives 1.5% (n = 330,000);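 active = inhibition above about 50% at the single test dose, limit read from the data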;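 note: plate controls were DMSO with enzyme for no effect and no enzyme buffer wells for full effect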
Target sequence (Q9BQF6 706-1050 limits assumed): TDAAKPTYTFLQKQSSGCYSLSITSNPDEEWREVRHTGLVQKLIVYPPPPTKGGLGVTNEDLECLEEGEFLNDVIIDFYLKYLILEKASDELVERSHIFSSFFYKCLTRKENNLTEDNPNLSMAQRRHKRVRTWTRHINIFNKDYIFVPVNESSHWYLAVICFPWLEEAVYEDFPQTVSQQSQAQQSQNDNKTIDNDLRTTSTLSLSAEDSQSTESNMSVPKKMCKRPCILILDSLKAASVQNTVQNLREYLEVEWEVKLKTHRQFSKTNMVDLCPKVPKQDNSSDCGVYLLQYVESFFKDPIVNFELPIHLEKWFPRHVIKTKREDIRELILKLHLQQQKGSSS
UBC13 polyUb: inhibitors of human UBC13 polyubiquitin chain formation; P61088; actives 0.47% (n = 330,000); inhibition, % at 20 µM; TR-FRET; in the data active = inhibition above about 45%, passing the limit was not always enough; inconclusive = no clear call, values can overlap the other calls
Target sequence (P61088 whole entry, looked up): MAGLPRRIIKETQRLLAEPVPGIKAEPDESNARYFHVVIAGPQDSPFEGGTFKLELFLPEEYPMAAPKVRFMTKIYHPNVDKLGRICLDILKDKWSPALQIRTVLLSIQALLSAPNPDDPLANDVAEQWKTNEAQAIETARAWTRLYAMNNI
Gli-Sufu block: blocks Gli-Sufu signaling in a luciferase reporter. inhibition, % at 5 µM. AID 588413. actives 0.74% (n = 340,000). Sufu-KO-LIGHT fibroblasts, Gli luciferase reporter luminescence;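 active = inhibition above about 55%, limit read from the data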;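 note: 0% = DMSO-treated cells and 100% = wells with medium but no cells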
Apaf-1 inh: human Apaf-1 inhibition. AID 489030. reconstituted apoptosome caspase-3 activity, DEVD-Rh110 fluorescence. actives 0.71% (n = 330,000). inhibition, % at 20 µM. O14727; active = inhibition of at least 40% at 20 µM;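 note: plate controls were DMSO wells for no effect and DEVD-CHO caspase inhibitor wells for full effect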
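Material: cell-free apoptosome with Apaf-1, procaspase-3 and caspase-9; Buffer or medium: Hepes pH 7.5 with detergent and BSA; Reagent: cytochrome c trigger plus (Z-DEVD)2-Rh110 caspase-3 substrate; Times: compound with Apaf-1, dATP, procaspase-3 30 min, then 50 min reaction, room temperature; Technique: Rh110 fluorescence intensity.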
697 NFkB inh: inhibitors of the PMA/ionomycin-induced NF-kB reporter in 697 B cells | 697 B-cell NF-kB luciferase reporter, 16 h | inhibition, % at 4 µM | actives 0.33% (n = 330,000); in the data active = inhibition above about 35%
HKDC1 inh: HKDC1 (human) hexokinase inhibition; Q2TB90; recombinant HKDC1, G6PDH/diaphorase resazurin coupled fluorescence; inhibition, % at 20 µM; actives 0.16% (n = 340,000);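 active = inhibition above about 35% when tested at 20 µM, limit read from the data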;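 note: plate controls were DMSO wells with enzyme for no effect and DMSO wells lacking enzyme for full effect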
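Material – in-house recombinant HK5 (HKDC1) enzyme · Quantity – HKDC1 at 5 µg/mL · Buffer or medium – pH 8.0 Tris buffer with 10 mM MgCl2 · Reagent – glucose with 1 mM ATP · Dosing – single 20 µM dose · Times – reaction time 90 min, room temperature, protected from light · Technique – resorufin fluorescence at 613 nm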
* hit, by the source's call; ? = inconclusive; nt = not tested or not shown. Cut-off read from the data, not from the text of the source, unless noted: active = inhibition above about 50%; inactive = the rest.

SMILES	Jurkat NFkB inh	SENP8 block	SENP7 block	UBC13 polyUb	Gli-Sufu block	Apaf-1 inh	697 NFkB inh	HKDC1 inh
COC(=O)c1ccc(OC(=O)c2ccc(OC)c(OC)c2)c(OC)c1	5	-16	-3	-1	5	10	19	-1
CCOC(=O)C(C)/C(C)=N/NC(N)=S (configuration not stated)	13	5	-3	6	10	-22	2	1
COc1ccc(OC)c(N(CC(=O)N2CCN(Cc3ccccc3)CC2)S(C)(=O)=O)c1	-4	-5	5	0	4	-9	-3	-8
Cc1cccc(NCC(=O)N/N=C\c2ccccn2)c1	10	1	-9	0	4	-15	3	-2
Cc1ccc(S(=O)(=O)NCc2ccncc2)c(C)c1C	62*	7	-1	8	76*	-5	31	-3
Cc1cccc(NS(=O)(=O)c2cc3c(cc2C)n(C)c(=O)c(=O)n3C)c1	-1	-8	-4	-7	10	10	0	-2
Cc1c(-c2ccccc2)nc2ccccc2c1C(=O)OCC(=O)Nc1ncc(C(F)(F)F)cc1Cl	4	3	7	2	-4	4	9	1
CCN(CC(=O)Nc1c(F)cccc1F)C(=O)c1ccc(C)c(S(=O)(=O)N2CCCCC2)c1	16	-4	-2	1	10	7	-33	-6
CCOC(=O)c1sc(-c2ccccc2)cc1NC(=O)Nc1ccc([N+](=O)[O-])cc1	6	1	-3	8	-3	7	22	-9
CC(C)(C)c1cc(/C=N/NC(=O)Cc2nc3ccccc3[nH]2)cc(C(C)(C)C)c1O	-10	-8	-3	-33	5	8	4	-6
O=C(C1CCCN1C(=O)c1cccs1)N1CCc2ccccc21 (configuration not stated)	12	-5	6	-4	3	2	15	3
COC(=O)c1ccc(N2C(=O)C3C4C=CC(CC4)C3C2=O)cc1 (configuration not stated)	-2	-10	-5	2	-4	-4	10	0

Single entries from the list.
COc1ccc(OC)c(N(CC(=O)N2CCN(Cc3ccccc3)CC2)S(C)(=O)=O)c1 @ 697 NFkB inh = -3
Cc1cccc(NS(=O)(=O)c2cc3c(cc2C)n(C)c(=O)c(=O)n3C)c1 @ 697 NFkB inh = 0

Carrying on.
SMILES	Jurkat NFkB inh	SENP8 block	SENP7 block	UBC13 polyUb	Gli-Sufu block	Apaf-1 inh	697 NFkB inh	HKDC1 inh
Cc1ccc(NC(=O)C2CCCN(c3ncccn3)C2)c(C)c1 (configuration not stated)	-28	3	-1	9	-8	-4	3	-6
COc1cc(C(=O)COC(=O)c2cnc(C)cn2)ccc1OC(F)F	12	3	4	2	-10	7	17	-2
O=C1OC(/C(=C\Nc2ccccc2)[N+](=O)[O-])c2ccccc21 (configuration not stated)	8	-2	2	1	3	-16	13	8
COc1ccc(C2(C)NC(=O)N(CC3CCCCC3)C2=O)cc1 (configuration not stated)	-6	-8	1	-6	-31	7	-16	-5
CC1CCCN(CCCNC(=O)c2cc3c(s2)-c2ccccc2OC3)C1 (configuration not stated)	23	-9	9	38	-13	14	-14	2
CN(C)C(CNC(=O)c1cc(Br)ccc1Cl)c1ccco1 (configuration not stated)	-2	-10	-10	-2	23	15	-5	-5
Cc1[nH]c(=O)[nH]c(=O)c1S(=O)(=O)N1CCCC1	-20	-8	-13	-5	-2	-1	2	-8
Cc1nnc(NC(=O)CSc2nc3c(c(=O)n2C)SC(C)C3)s1 (configuration not stated)	-6	-3	18	-8	5	8	5	-3
OCCNc1cc(-n2nc(-c3ccccc3)cc2-c2ccccc2)ncn1	-5	10	4	-2	1	7	0	-2
O=C(NCCCn1ccnc1)c1cccc(S(=O)(=O)Nc2ccccc2F)c1	-4	-15	-4	-5	0	4	-28	-6
CCOc1ccc(-c2ccc(SCC(=O)N3CCN(c4ccccc4)CC3)nn2)cc1	-2	2	2	6	nt	-5	8	nt
O=C1OCC/C1=C\c1ccc2c(c1)OCO2	-20	-2	14	-5	13	3	-25	-2

Sorted by heavy-atom count (rising): 7 of the compounds above.
SMILES	Jurkat NFkB inh	SENP8 block	SENP7 block	UBC13 polyUb	Gli-Sufu block	Apaf-1 inh	697 NFkB inh	HKDC1 inh
O=C1OCC/C1=C\c1ccc2c(c1)OCO2	-20	-2	14	-5	13	3	-25	-2
CN(C)C(CNC(=O)c1cc(Br)ccc1Cl)c1ccco1 (configuration not stated)	-2	-10	-10	-2	23	15	-5	-5
O=C1OC(/C(=C\Nc2ccccc2)[N+](=O)[O-])c2ccccc21 (configuration not stated)	8	-2	2	1	3	-16	13	8
COc1ccc(C2(C)NC(=O)N(CC3CCCCC3)C2=O)cc1 (configuration not stated)	-6	-8	1	-6	-31	7	-16	-5
COc1cc(C(=O)COC(=O)c2cnc(C)cn2)ccc1OC(F)F	12	3	4	2	-10	7	17	-2
OCCNc1cc(-n2nc(-c3ccccc3)cc2-c2ccccc2)ncn1	-5	10	4	-2	1	7	0	-2
O=C(NCCCn1ccnc1)c1cccc(S(=O)(=O)Nc2ccccc2F)c1	-4	-15	-4	-5	0	4	-28	-6

Going on with the list:
SMILES	Jurkat NFkB inh	SENP8 block	SENP7 block	UBC13 polyUb	Gli-Sufu block	Apaf-1 inh	697 NFkB inh	HKDC1 inh
Cc1ccc(NC(=O)CSc2nnc(C3CC3)n2CC2CCCO2)cc1C (configuration not stated)	-6	-6	-7	-2	-4	12	0	-5
O=C(CN1C(=O)NC(c2ccccc2)(c2ccccc2)C1=O)N1CCCCC1	12	3	4	16	-4	-6	3	-4
COc1ccc(CN2CCCC(C(=O)c3ccc4c(c3)OCO4)C2)c(F)c1 (configuration not stated)	2	5	4	6	19	14	1	-1
CCCCNS(=O)(=O)CCNCc1ccco1	nt	nt	4	nt	-4	3	11	10
COc1ccc(-n2c(SCC(=O)Nc3ccc(C)cc3)nc(O)c(Cc3ccccc3)c2=O)cc1	7	6	2	-13	-2	4	4	0
COC(=O)c1ccccc1NC(=O)CCC(=O)N1CCSc2ccccc21	2	1	5	1	0	8	3	-5
COc1cccc(C2(O)CCN(C(=O)Cc3cccnc3)CC2)c1	0	-6	-1	1	7	1	3	2
CC(NC(=O)CN1C(=O)NC2(CCCCCC2)C1=O)c1ccccc1 (configuration not stated)	3	4	7	2	16	-10	31	-9
COC(=O)c1c(NC(=O)Cc2cccs2)sc(C(=O)NC2CCCCC2)c1C	-29	-1	4	32	-58	0	4	-8
O=C(NC(=S)N1CCCc2ccccc21)c1ccccc1	-30	-5	6	7	0	5	-44	-3
CC(NC(=O)C(C)(C)C)c1nc2ccccc2n1C (configuration not stated)	-20	1	-4	-4	-8	5	-31	-8
CN(C)S(=O)(=O)c1ccc(Cl)c(C(=O)NNC(=O)Cn2ccc(C(F)(F)F)n2)c1	5	2	-3	3	-12	0	10	-1
CCCC(=O)Nc1cc(C(=O)O)ccc1S(=O)(=O)c1ccc(C)cc1	-4	-11	-2	-11	5	-1	-3	-5
CCC(C)NC(=O)CCc1nc2ccccc2n1-c1ccccc1 (configuration not stated)	2	-6	0	14	9	-6	-5	-8
CCN(CC)S(=O)(=O)c1ccc(NC(=O)COc2cccc(-n3cnnn3)c2)cc1	5	7	-7	3	2	1	-6	-2
CC(=O)NC(Cc1ccc(F)cc1)C(=O)NC1CCN(C(=O)Nc2ccc(F)cc2)CC1 (configuration not stated)	9	7	-3	6	-19	-11	14	-30
Cc1cc(C(=O)NC2CCCN(Cc3ccccc3F)C2)no1 (configuration not stated)	17	-4	3	8	-2	-2	6	-4
Cc1cc(C)c2c(C)nn(-c3ccccc3)c2n1	6	-2	3	8	-4	2	-5	3
O=C(C1=C[C@@H](C2CC2)C[C@@H](OCc2ccc(CO)cc2)O1)N1CCN(Cc2ccccc2)CC1	13	-5	-17	-3	7	12	-7	1
Cc1ccccc1NC(=O)c1ccc(NC(=O)c2ccco2)cc1	-24	2	-1	4	-6	-5	11	10
C[Si](C)(C)n1ccnc1	-3	-4	-6	-12	-17	2	23	-8
COCC(C)NC(C(=O)Nc1ccc(Cl)c([N+](=O)[O-])c1)c1ccccc1 (configuration not stated)	-2	-14	-5	-6	4	10	6	-9
COC(=O)c1ccccc1NC(=O)NC1CCCCC1	-12	-5	-13	4	2	8	-13	-2
O=C(COc1ccc(Br)cc1Cl)N1CCN(c2ncccn2)CC1	-4	-14	-10	5	-3	19	12	7
NC(=O)c1ccc(NC(=S)NCc2ccco2)cc1	14	1	10	5	-2	-2	12	3
Cc1ccc(/C=C(\NC(=O)c2ccccc2)C(=O)OCc2ccccc2)cc1	5	-7	-8	?	1	28	-28	-6
COc1cccc(NC(=O)c2ccc(S(=O)(=O)N3CCCC3)cc2)c1	-4	-11	-1	4	-3	-5	23	-3
Cc1ccc(Cn2ncc3c(N4CCN(Cc5ccc(Cl)cc5)CC4)ncnc32)cc1	48	-1	2	1	-3	28	-10	-6
CC(Oc1ccc2c(-c3ccccc3)cc(=O)oc2c1)C(=O)NCCCN1CCOCC1 (configuration not stated)	-19	0	-6	-14	11	6	-48	-3
CCS(=O)(=O)Nc1cccc(-c2ccc3nnc(C)n3n2)c1	-10	-13	-15	-6	nt	2	1	nt
CC1CCC(NC(=O)C(C)N2C(=O)C3CCCCC3C2=O)CC1 (configuration not stated)	-3	1	-3	-10	-10	0	-4	-3
CN(C(=O)CN1C(=O)NC2(CCc3ccccc32)C1=O)C1CCS(=O)(=O)C1 (configuration not stated)	0	-9	-2	3	-1	-2	-26	-1
CC1(C)CN=C(N(Cc2ccccc2)C(=O)Nc2ccccc2)S1	-40	-9	-6	-11	0	-3	-73	18
O=[N+]([O-])c1cccc(-c2ccn[nH]2)c1	-4	-4	-2	-8	-5	-23	-4	-4
O=C(NC(=S)Nc1ccc(CN2CCCCC2)cc1)c1ccco1	-14	-4	-3	-3	9	2	-25	-4
CC(=O)c1c(N2CCOCC2)nc2ccc(Br)cc2c1-c1ccccc1	-3	-5	0	2	7	18	11	3
O=C(NC1CC1)C1=C[C@H](c2coc3ccccc3c2=O)C[C@H](OCc2ccc(CO)cc2)O1	-4	-2	-1	-1	13	6	-4	-2
CC(NC(=O)CCNS(=O)(=O)c1ccc2c(c1)c(=O)n(C)c(=O)n2C)c1ccccc1 (configuration not stated)	5	1	7	2	-3	-9	15	-8
Cc1nn(CCC#N)c(NC(=O)c2ccc(Cl)cc2Cl)c1P(=O)(Nc1ccc([N+](=O)[O-])cc1)N1CCOCC1 (configuration not stated)	3	-1	-1	2	2	-17	11	-2
C=CCNc1nc(NCCO)nc(N2CCCC2)n1	-7	5	6	6	7	1	-13	0
CC(C)(C)NC(=O)c1c(F)c(F)c(F)c(F)c1F	4	-4	4	-7	14	4	9	3
COc1ccc(C(CNC(=O)c2ccco2)N2CCOCC2)cc1 (configuration not stated)	-13	-1	2	-3	-2	-4	9	0
CCOC(=O)c1cc(C#N)c(N2CCN(c3ccc(OC)cc3)CC2)[nH]c1=O	4	-5	-6	-5	-20	7	-10	-1
COc1ccc(OC)c2sc(N3CCN(C(=O)c4ccc5ncsc5c4)CC3)nc12	-12	-5	7	-18	-15	12	-26	0
CCC(C)NC(=O)C(Sc1ccccc1)c1ccccc1 (configuration not stated)	-17	-3	-3	-11	3	6	-3	-1
CC(C)(C)Nc1nc(OCC(F)(F)F)nc(OCC(F)(F)F)n1	-10	2	5	2	-4	3	7	-1
CN(C)CCN(C(=O)c1ccc2c(c1)OCCO2)c1nc2ccc(Cl)cc2s1	-40	2	1	16	-15	1	-6	-3
c1ccc2c(c1)nnn2-c1ncnc2sc3c(c12)CCCC3	-10	0	-3	18	nt	-4	3	5
Cn1c(NC(=O)c2ccc(F)cc2)c(-c2ccccn2)c(=O)c2ccccc21	-19	-4	9	4	4	-15	-4	-4
COC(C[C@@H](O)[C@@H](C)[C@@H](O)COCc1ccccc1)OC	28	-4	-2	-2	-1	2	13	-2
OCCNc1nc(Nc2cccc(O)c2)nc2ccccc12	9	-1	-2	29	20	-15	0	-3
CCn1c(N2CCN(C(=S)NCC(C)C)CC2)nc2ccccc21	-11	-12	-7	-6	13	1	-1	-14
O=C(c1cc(-c2ccccc2)nc2ccccc12)N1CCN(C2CCS(=O)(=O)C2)CC1 (configuration not stated)	8	1	2	-5	-18	-7	7	4

Assay outcomes as filed in PubChem BioAssay.

Random draw from the library; 3.6% or so of the library scored in one or more.
